Screening data as filed in PubChem.
PAFAH1B2 inh – inhibitors of human PAFAH1B2; P68402; recombinant PAFAH1B2, FP-rhodamine activity probe, fluorescence polarization; inhibition, % at 3.39 µM; 340,000 compounds, 1.2% hits;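 active = inhibition above the mean of all tested compounds plus 3 SD, cut at about 24% in these data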;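 note: 0% = enzyme with DMSO and 100% = wells lacking PAFAH1B2; many of its hits are not listed in these tables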
Target sequence (P68402 whole entry, looked up): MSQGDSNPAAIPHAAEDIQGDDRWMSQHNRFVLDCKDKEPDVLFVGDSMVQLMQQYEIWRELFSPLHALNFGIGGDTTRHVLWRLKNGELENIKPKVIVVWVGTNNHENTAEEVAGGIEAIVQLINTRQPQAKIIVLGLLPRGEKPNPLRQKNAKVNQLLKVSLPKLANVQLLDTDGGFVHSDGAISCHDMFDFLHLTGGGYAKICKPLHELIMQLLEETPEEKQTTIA
BCLXL inh – inhibitors of human Bcl-xL; inhibition, % at 10.9 µM; Q07817; 320,000 compounds, 0.7% hits; AID 2129; GST-Bcl-xL / FITC-Bim BH3 peptide fluorescence polarization;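 active = inhibition above the mean of all tested compounds plus 3 SD, cutoff set per campaign, cut at about 30% in these data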;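 note: 0% = DMSO wells and 100% = unlabeled Bim-BH3 peptide competitor; inhibitors lower millipolarization by displacing the labeled peptide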
AHR activator – activates the human aryl hydrocarbon receptor | P35869 | AHR-responsive luciferase reporter cells, luminescence | activation, % at 5 µM | 320,000 compounds, 2.5% hits; in the data active = activation above about 47%;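 note: 0% = vehicle wells and 100% = reference agonist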
MEX-5 binding – C. elegans MEX-5 TCR-2 RNA binding activity. 300,000 compounds, 0.38% hits. MEX-5/FITC-TCR2 RNA binding, fluorescence polarization; active compounds read low. activity score (negative = inhibition of binding), % at 10 µM. Q9XUB2;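 active = inhibition past about -25% in most replicates, and total fluorescence under double the plate's negative control median, limit read from the data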;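 note: 0% = DMSO and -100% = 5 µM competing unlabeled TCR2 RNA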
MCL1-BIM inh – disrupts human MCL1 binding to BIM-BH3 peptide | 320,000 compounds, 0.68% hits | inhibition, % at 10.9 µM | Q07820 | GST-MCL1 / FITC-Bim-BH3 fluorescence polarization;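 active = inhibition above the mean inhibition of all tested compounds plus 3 SD, set per campaign, cut at about 40% in these data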;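 note: 0% = DMSO wells and 100% = unlabeled Bim-BH3 peptide control; higher means more loss of mP so more displacement of Bim peptide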
Target sequence (Q07820 whole entry, looked up): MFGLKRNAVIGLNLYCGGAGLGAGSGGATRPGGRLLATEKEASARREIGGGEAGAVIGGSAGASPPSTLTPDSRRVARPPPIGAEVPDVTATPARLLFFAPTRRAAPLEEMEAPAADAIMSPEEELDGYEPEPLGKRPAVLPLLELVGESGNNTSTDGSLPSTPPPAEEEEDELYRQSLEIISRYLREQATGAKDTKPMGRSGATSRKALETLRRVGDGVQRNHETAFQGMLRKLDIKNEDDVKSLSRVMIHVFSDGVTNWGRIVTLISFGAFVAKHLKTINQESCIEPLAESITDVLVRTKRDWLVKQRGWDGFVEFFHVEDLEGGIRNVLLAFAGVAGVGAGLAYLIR
GLD-1 TGE inh – GLD-1-TGE RNA interaction inhibition (C. elegans); Q17339; purified GLD-1 + fluorescein TGE RNA, fluorescence polarization; inhibition, % at 5.96 µM; 320,000 compounds, 0.44% hits;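 active = percent inhibition above a per-plate cutoff, the plate mean of test compounds plus 3 SD, cut at about 30% in these data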;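 note: 0% = DMSO wells with GLD-1 and probe and 100% = wells lacking GLD-1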
Fam108B inh – Fam108B inhibition, counter-screen for RBBP9 inhibitors; recombinant Fam108B, FP-Rh probe fluorescence polarization; inhibition, % at 9.51 µM; 300,000 compounds, 0.33% hits;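 active = inhibition above the screen mean inhibition plus 3 SD, computed separately per campaign, cut at about 18% in these data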;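 note: inhibitors lower polarization as less probe binds the enzyme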
PME-1 inh – blocks human protein phosphatase methylesterase 1; Q9Y570; recombinant PME-1, FP-Rh probe fluorescence polarization; inhibition, % at 5.9 µM; 320,000 compounds, 0.53% hits; AID 2130;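 active = inhibition above the campaign mean of all compounds plus 3 SD, cut at about 26% in these data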;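 note: competitive labeling of PME-1 active site by serine hydrolase directed probe; 0% = PME-1 with DMSO and 100% = wells lacking PME-1 enzyme; inhibitors block probe labeling so polarization falls and inhibition rises; many of its hits are not listed in these tables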
Target sequence (Q9Y570 whole entry, looked up): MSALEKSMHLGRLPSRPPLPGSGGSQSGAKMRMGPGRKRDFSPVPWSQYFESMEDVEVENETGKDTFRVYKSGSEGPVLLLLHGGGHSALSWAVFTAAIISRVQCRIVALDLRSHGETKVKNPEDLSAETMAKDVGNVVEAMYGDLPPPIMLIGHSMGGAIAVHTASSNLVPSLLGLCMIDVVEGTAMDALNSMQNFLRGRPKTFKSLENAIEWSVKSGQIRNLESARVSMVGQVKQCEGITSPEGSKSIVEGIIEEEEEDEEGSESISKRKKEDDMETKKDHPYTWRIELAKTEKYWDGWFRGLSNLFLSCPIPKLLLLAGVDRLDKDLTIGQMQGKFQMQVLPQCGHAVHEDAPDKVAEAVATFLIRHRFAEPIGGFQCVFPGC
pPAFAH inh – pPAFAH (human) enzyme inhibition; Q13093; recombinant pPAFAH, FP-rhodamine probe fluorescence polarization; inhibition, % at 3.39 µM; 330,000 compounds, 1.5% hits;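 active = inhibition above the mean inhibition across the screen plus 3 SD, cut at about 25% in these data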;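 note: inhibitors block binding of the rhodamine activity-based probe so polarization drops; 0% = enzyme with DMSO and 100% = wells lacking pPAFAH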
* = called active by the depositor; . = no result given. Not all compounds are listed; rates above refer to the full screens.

SMILES	PAFAH1B2 inh	BCLXL inh	AHR activator	MEX-5 binding	MCL1-BIM inh	GLD-1 TGE inh	Fam108B inh	PME-1 inh	pPAFAH inh
CC(NC(=O)Cn1c(NCCO)nc2ccccc21)c1ccccc1 (stereo not given)	-2	-1	2	2.3	-1	4	-5	-3	4
Cc1cccc(C)c1OCc1nnc(SCC(=O)Nc2nccs2)n1-c1ccccc1	2	3	6	0.6	4	-2	1	0	1
COc1ccc(-c2nn(-c3ccccc3)cc2/C=N/NS(=O)(=O)c2ccccc2)cc1	8	2	50*	4.9	6	7	13	3	15
CN(C)c1cc[n+](CC(=O)c2ccc(OC(F)F)cc2)cc1	-1	2	-1	-3.9	3	2	-2	-1	2
COc1ccnc(N=CNOCc2cccc(Cl)c2Cl)c1C#N	7	6	4	-1.5	8	-5	5	0	-3
Cc1nc(C(=O)N2CCCC(N3CCN(c4ccccc4C)CC3)C2)cs1 (stereo not given)	0	4	0	0.3	4	-1	5	3	5
COc1cc([N+](=O)[O-])cc2cc(C(=O)NC(C)(C)C)c(=O)oc12	-1	-6	31	2.0	-12	-1	1	1	4
CNC(=O)CSc1nc2c(c(=O)n(C)c(=O)n2C)n1Cc1ccc(C)cc1	2	2	-1	-0.1	2	3	-3	0	4
CC(=O)N1CCN(C(C)=O)C1c1ccccc1	5	-1	2	-8.3	-10	5	-3	1	-4
O=C(NCC1CCCO1)C1CCCN(Cc2cnn(-c3ccccc3)c2-n2cccc2)C1 (stereo not given)	5	7	0	-1.4	6	-2	-2	0	6
Cc1cccc(C)c1-n1c(SCC(=O)Nc2ccc(C(=O)O)cc2)nnc1-c1cccc(S(=O)(=O)N(C)C)c1	14	3	1	-0.5	3	-5	-4	10	-2
Cc1cc(C)c(C#N)c(SCC(=O)c2cc(C)n(CCc3ccccc3)c2C)n1	1	-1	9	-0.2	1	4	-4	-4	-6
COc1ccc(OC)c(N(CC(=O)NN=C2CCN(C)CC2)S(=O)(=O)c2ccccc2)c1	0	1	2	-2.0	0	0	-2	2	3
CCCCOC(=O)Nc1nnc(CCc2ccccc2)s1	7	2	5	-1.3	0	0	0	4	26*
CCOC(=O)Cc1nnc(NC(=O)c2cccc(OCC)c2)s1	10	3	10	0.6	5	-3	-7	-3	-5
Cc1nnc(NC(=O)CSc2nnc(CNC(=O)c3ccc(S(=O)(=O)N(C)C)cc3)o2)s1	0	0	-1	-3.9	3	4	-3	4	-3
CC(COc1ccccc1Cc1ccccc1)N1CCCCC1 (stereo not given)	.	-4	0	2.3	-3	4	-2	3	0
O=C(C1CCCCC1)N1CCN(S(=O)(=O)c2cccc([N+](=O)[O-])c2)CC1	6	3	0	-2.4	8	5	-1	8	0
O=C(NCc1ccco1)C1CCN(C(=O)c2cc3sccc3n2Cc2ccc(Cl)cc2)CC1	-2	1	4	3.2	2	3	4	11	-1
COc1cccc(C(=O)C2CCCN(Cc3cn(CC(N)=O)c4ccccc34)C2)c1 (stereo not given)	3	-4	14	1.1	-4	-6	1	-2	2
C=CCC1NCCc2c(Br)cccc21 (stereo not given)	0	6	0	4.0	4	1	0	-1	-1
COc1ccc(NC(=O)CSc2nnc(-c3ccccc3)n2Cc2ccco2)c(OC)c1	-5	3	-1	0.7	1	2	-2	-1	5
C=CCOc1c(Br)cc(CNn2cn[nH]c2=S)cc1OC	-1	-7	44	-0.7	-9	2	2	-6	2
COc1ccc(C(=O)O)cc1S(=O)(=O)N1CCCc2ccccc21	26*	2	7	0.1	-2	0	0	2	3
CC(O)[C@H]1CNC(=O)C(=O)N1CC1CCCCC1 (stereo not given in full)	-1	-1	0	0.0	-1	2	-5	-4	0

Reprinted from the part before: 3 compounds; new compounds follow.
SMILES	PAFAH1B2 inh	BCLXL inh	AHR activator	MEX-5 binding	MCL1-BIM inh	GLD-1 TGE inh	Fam108B inh	PME-1 inh	pPAFAH inh
C=CCOc1c(Br)cc(CNn2cn[nH]c2=S)cc1OC	-1	-7	44	-0.7	-9	2	2	-6	2
COc1ccc(C(=O)O)cc1S(=O)(=O)N1CCCc2ccccc21	26*	2	7	0.1	-2	0	0	2	3
CC(O)[C@H]1CNC(=O)C(=O)N1CC1CCCCC1 (stereo not given in full)	-1	-1	0	0.0	-1	2	-5	-4	0
COC(=O)c1ccc(COC(=O)c2ccc(N(C)C)cc2)cc1	4	5	-1	-0.9	-7	4	4	4	14
Cc1noc(C)c1S(=O)(=O)N1CCC(C(=O)N2CCN(C3CCCC3)CC2)CC1	.	2	4	-1.9	-1	-15	2	3	5
CCCCNc1nc(C)c(C(C)=O)cc1C#N	0	6	6	-0.1	1	-5	8	-6	-1
O=C(c1cccnc1)N1CCN(C(=O)c2cccc(Cl)c2)CC1	2	6	1	2.8	1	-2	4	5	-2
CC(=O)c1ccc(OCC(=O)Nc2ccc3nc(C)sc3c2)cc1	3	1	-1	0.9	-1	4	0	-6	1
O=C(Nc1cccc(S(=O)(=O)NCc2ccco2)c1)c1cccc(Cl)c1	-6	.	1	.	.	4	.	.	3
COC(=O)c1nn(-c2ccccc2)c(Sc2ccc(OC)cc2)c1/C=N/O	-2	0	0	0.6	1	10	-1	-12	3
Cc1ccc(SCCC(=O)Nc2ccc(Br)c(C)c2)cc1	15	0	2	-0.3	15	4	-26	-22	-1
O=C(NC1(C(F)(F)F)NC(=O)N(Cc2cccnc2)C1=O)c1ccc(F)cc1 (stereo not given)	9	5	-1	-0.6	0	9	2	-2	-1
CCOC(=O)N/N=C(C)/C=C/c1ccccc1	4	7	18	1.6	15	1	5	0	-5
COC(=O)[C@H](C)NC(=O)c1cc2c(cn1)[nH]c1ccccc12	1	8	9	-1.4	0	-2	-4	-7	6
Cn1c(C(=O)NCC2CCCO2)cc2oc3ccccc3c21 (stereo not given)	3	9	-4	-3.1	2	-5	0	5	10
O=C(CSc1nc2ccccc2o1)N1CCN(C(=O)c2ccco2)CC1	1	0	4	1.7	2	-5	0	5	0
C=CCn1c(-c2ccc(Cl)cc2)cnc1SC(C)C(N)=O (stereo not given)	4	-22	1	0.7	-20	-6	1	-4	3
CCOc1ccc2nc(N(CCN(C)C)C(=O)c3ccc4c(c3)CCCC4)sc2c1	3	6	13	1.4	8	8	1	7	0
CCN1C(=O)CSC1=Nc1cccc(C(=O)O)c1	1	4	2	-0.3	-5	7	-3	-3	7
O=C1CN(CC(=O)N2CCOCC2)c2ccccc2O1	.	2	37	-0.7	-5	2	-3	-5	11
CC(C)OC(=O)NCCOC(=O)Nc1ccccc1Cl	-1	2	-1	2.3	1	2	2	-2	-1
CCOc1ccc(NC(=O)c2sc(NC(C)=O)c(C(=O)OC)c2C)cc1	-3	4	25	1.2	4	-2	2	-1	6
Cc1ccc(C)c(NC(=O)CN(C)C(=O)Cc2ccccc2)c1	-1	0	5	0.7	-8	3	1	0	5
O=C(Nc1ccc(-c2nnc(-c3ccccc3)o2)cc1)C(F)(F)F	1	4	8	1.5	4	0	-3	-8	1
COc1ccc(C(=O)COC(=O)CCc2nc3ccccc3[nH]c2=O)cc1Br	6	7	1	-5.1	6	7	-10	-12	0
CCCN1C(=O)CSC1=Nc1ccccc1	5	3	-1	-2.4	3	2	0	1	8
COc1cc(-c2noc(C)c2C#Cc2ccccn2)cc(OC)c1OC	5	14	30	-5.1	12	1	-3	3	-3
O=C(NCCCNC(=O)c1cc(Cl)ccc1Cl)c1ccco1	-1	-2	0	2.9	-4	-3	-1	-2	-3
SMILES	PAFAH1B2 inh	BCLXL inh	AHR activator	MEX-5 binding	MCL1-BIM inh	GLD-1 TGE inh	Fam108B inh	PME-1 inh	pPAFAH inh
CC(=O)N1CCN(c2ccccc2NC(=O)COc2ccccc2C)CC1	2	3	3	-1.4	1	1	-3	4	0
Cc1nc2cc(-c3ccc(Cl)cc3)nn2c(NCCN(C)C)c1C	1	5	114*	-0.5	15	0	0	0	7
O=C(NCc1ccc(F)cc1Cl)C1CCN(S(=O)(=O)N2CCC3(CC2)OCCO3)CC1	2	6	-2	0.6	8	-2	0	3	1
COCCn1c(SCC(=O)NNC(=O)c2ccccc2)nc2ccccc21	4	.	-1	.	.	2	.	.	2
CC(OC(=O)c1ccco1)C(=O)Nc1ccc(C(F)(F)F)cc1 (stereo not given)	1	0	-1	.	4	5	.	-2	3
CC(C)(C)[C@H]1COC(=O)CCC/C=C/C[C@H](CC(=O)N(CCO)Cc2ccccc2)C(=O)N1	3	.	2	.	.	5	.	.	-1
O=C(NNS(=O)(=O)c1ccc([N+](=O)[O-])cc1)c1ccc([N+](=O)[O-])cc1	6	2	2	-7.2	-3	2	-5	2	5
CC(C)(c1ccccc1)c1ccc(OCCN)cc1	7	8	6	0.9	4	-5	-1	1	6
CCC(=O)Nc1ccc2c(c1)ncn2-c1ccccc1OC	-1	3	0	1.9	6	-4	3	-2	5
CCOc1ccccc1-c1nc(-c2cccc(Br)c2)no1	4	5	64*	1.4	6	4	-6	-1	-1
Oc1ccc2ccccc2c1CNc1cnc2ccccc2c1	10	7	29	-0.1	2	1	0	-2	8
Clc1ccc(-c2c[n+]3c(n2-c2ccccc2)SCC3)cc1	1	8	11	-1.6	10	1	-1	3	7
CC(=O)N1CCN(c2ccc(Oc3nnnn3-c3ccccc3)cc2)CC1	2	-3	-3	0.1	1	11	-1	-2	8
O=C(Nc1ccc2c(c1)CCC2)c1ccccc1	4	1	6	1.3	4	7	1	2	4
CCC1(c2ccccc2)NC(=O)N(CC(=O)Nc2cc(S(=O)(=O)N3CCCCCC3)ccc2OC)C1=O (stereo not given)	-1	-13	11	0.9	-15	-2	-7	-2	-5
Cc1cc(C)cc(N(CC(=O)NCCSCc2ccco2)S(C)(=O)=O)c1	8	1	2	3.3	4	7	-2	-1	3
C=CC[C@@H](CC(=O)NCCO)C(=O)NC[C@H](OC(=O)[C@@H](CC=C)CC(=O)OC(C)(C)C)c1ccccc1	6	.	0	.	.	-3	.	.	2
COc1ccc(OC)c(S(=O)(=O)N2CCCC(C(=O)N3CCCC3)C2)c1 (stereo not given)	-1	-6	4	1.4	-10	-4	-9	0	-11
Cc1cc(NS(=O)(=O)c2cn(C)nc2C)no1	0	-2	2	-1.6	-1	5	1	-1	-3
COC(=O)c1ccc(C2C(Oc3ccccc3)C(=O)N2CCc2ccc(OC)c(OC)c2)cc1 (stereo not given)	5	2	0	1.0	-4	1	2	7	1
Cn1cnnc1SCc1ccc(C(=O)N/N=C/c2cccs2)cc1	4	2	5	-0.8	2	1	3	-2	12
Cc1csc(NC(=O)CSc2nnc3ncccn23)n1	2	0	4	-1.4	-2	7	1	-9	5
COCCNC(=O)C(c1ccc(C)cc1)N(CCOC)C(=O)CCC(=O)Nc1ccccn1 (stereo not given)	3	4	-1	3.4	3	6	-1	3	2
C(=N\Nc1nc(N2CCOCC2)nc(N2CCOCC2)n1)/c1ccco1	.	5	3	1.1	1	5	2	-3	5
O=[N+]([O-])c1cccc(-c2csc(Nc3ccccc3)n2)c1	-2	-4	48*	1.9	-5	4	7	23	11
Cn1cc(Br)c(C(=O)NNC(=O)c2ccc(Cl)cc2)n1	10	-6	6	-4.9	-8	0	1	1	2
CN1C(=O)c2ccc(NC(=O)CSc3ccccc3)cc2C1=O	8	8	1	2.1	1	4	2	-5	5
Cc1onc(-c2ccccc2)c1C(=O)Nc1nc2c(s1)CCCC2	7	1	46	0.9	-8	-1	1	-1	3
CN1C(=O)NC(c2ccc(O)cc2)C2=C1CN(c1ccc(O)cc1)C2=O (stereo not given)	1	2	2	-0.2	-8	2	2	2	3
